# Screens deposited in PubChem BioAssay by several laboratories.
# AP complement: alternative pathway complement inhibition, orthogonal assay; Human serum alternative complement pathway, LPS-coated ELISA, C3 deposition; tested in compound mixtures; inhibition, % at 5 µM; 62,000 compounds, 0.08% hits; AID 1235;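 active means inhibition above 30% in each of the two pooled mixtures holding the compound, so the lower value exceeds 30%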;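 further: 0% = serum in Mg-EGTA without compound and 100% = EDTA serum blank; some compounds past the cut are filed as inactive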
#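 Test system: human serum alternative complement pathway, C3 deposition on LPS-coated wells; also added: Plate-bound LPS; doses: 5 µM per compound in ten-compound mixtures; schedule: 1 h at 37 °C; detection: Anti-C3 ELISA, OD 450 nm; evaluation: percent inhibition of C3 deposition onto LPS; repeats: two pool placements per compound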
# CatB mix inh: inhibitors of human cathepsin B in compound mixtures | AID 488 | 62,000 compounds, 0.06% hits | Purified cathepsin B, AMC dipeptide fluorescence | inhibition, %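 (ten-compound pools at 5 µM per compound and 50 µM total)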 | P07858; in the data active means inhibition above about 22%, passing the limit was not always enough;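 further: 0% = enzyme without compound and 100% = no enzyme blank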
# Ecoli tolC: growth inhibitors of E. coli BW25113 tolC mutant. OD615. 65,000 compounds, 2.2% hits. growth inhibition, % at 10 µM (by protocol). AID 573;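 active means growth inhibition at or above a cutoff equal to the mean over every tested compound plus 3 SD, cut at about 60% in these data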;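 further: growth measured after 20 h incubation at 37 °C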
#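 Assay system: tolC-deleted E. coli BW25113. Medium: kanamycin-containing LB broth (50 µg/mL). Dosing: 10 µM final, single dose. Timing: bacterial growth with compound for 20 h at 37 °C. Detection: A615 absorbance measurement. Read-out basis: growth inhibition in percent.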
# E coli RNAP: Escherichia coli RNA polymerase inhibition; inhibition, %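 (tested at 10 µM)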; E. coli RNA polymerase, fluorescence transcription assay; 62,000 compounds, 0.2% hits; P0A8V2; in the data active means inhibition above about 20%;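 further: 0% = enzyme without compound and 100% = no enzyme blank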
# Target sequence (P0A8V2 whole entry, looked up): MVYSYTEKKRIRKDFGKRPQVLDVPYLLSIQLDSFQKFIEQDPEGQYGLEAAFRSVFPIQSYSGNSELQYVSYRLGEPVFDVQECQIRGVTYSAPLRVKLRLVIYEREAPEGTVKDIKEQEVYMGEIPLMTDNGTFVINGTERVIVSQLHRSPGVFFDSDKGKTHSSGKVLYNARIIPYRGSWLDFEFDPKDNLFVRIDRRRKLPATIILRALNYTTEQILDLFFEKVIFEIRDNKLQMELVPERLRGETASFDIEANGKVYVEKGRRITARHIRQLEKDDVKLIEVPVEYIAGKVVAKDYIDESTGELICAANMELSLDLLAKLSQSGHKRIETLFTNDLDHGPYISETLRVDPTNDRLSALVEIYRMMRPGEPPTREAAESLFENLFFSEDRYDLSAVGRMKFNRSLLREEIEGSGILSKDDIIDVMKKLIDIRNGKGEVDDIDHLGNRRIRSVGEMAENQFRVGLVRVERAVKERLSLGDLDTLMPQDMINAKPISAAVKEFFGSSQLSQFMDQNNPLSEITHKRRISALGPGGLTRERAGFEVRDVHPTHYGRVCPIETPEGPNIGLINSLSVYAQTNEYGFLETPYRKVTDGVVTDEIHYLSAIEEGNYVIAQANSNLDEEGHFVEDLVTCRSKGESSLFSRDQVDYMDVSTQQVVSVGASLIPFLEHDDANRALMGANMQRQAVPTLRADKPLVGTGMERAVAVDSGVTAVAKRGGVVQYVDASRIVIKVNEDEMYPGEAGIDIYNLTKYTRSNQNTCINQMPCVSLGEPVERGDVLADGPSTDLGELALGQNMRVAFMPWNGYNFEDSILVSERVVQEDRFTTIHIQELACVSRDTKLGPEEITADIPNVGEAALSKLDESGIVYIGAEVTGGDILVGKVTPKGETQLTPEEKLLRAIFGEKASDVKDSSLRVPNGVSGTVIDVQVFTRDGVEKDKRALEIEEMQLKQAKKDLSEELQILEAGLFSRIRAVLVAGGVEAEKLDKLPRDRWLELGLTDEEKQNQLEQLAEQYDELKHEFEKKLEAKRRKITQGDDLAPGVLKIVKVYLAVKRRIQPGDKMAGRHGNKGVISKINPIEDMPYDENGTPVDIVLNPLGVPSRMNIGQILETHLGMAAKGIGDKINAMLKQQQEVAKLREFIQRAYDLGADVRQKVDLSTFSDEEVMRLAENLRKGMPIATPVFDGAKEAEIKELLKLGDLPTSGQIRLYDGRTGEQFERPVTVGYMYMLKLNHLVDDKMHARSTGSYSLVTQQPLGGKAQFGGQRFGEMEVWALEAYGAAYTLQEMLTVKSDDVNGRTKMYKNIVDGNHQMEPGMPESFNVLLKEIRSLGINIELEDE
# Cdc25B inh: inhibitors of human Cdc25B phosphatase. AID 368. P30305. 65,000 compounds, 0.1% hits. recombinant Cdc25B, OMFP fluorescence Ex485/Em525. inhibition, %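 (compounds tested at 10 µM final in the well)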; in the data active means inhibition above about 50%
# D1 allo mod: D1 dopamine receptor (human) allosteric modulation; B-score at 10 µM; AID 641; 58,000 compounds, 5.9% hits; HEK293 D1, CRE-luciferase, dopamine EC30 potentiation; actives deviate in either direction;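 active means luminescence count or its row- and column-corrected plate score outside the 99.7% band of the plate's sample wells, on either side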
# DUSP1 inh: human dual specificity phosphatase 1 inhibition; P28562; recombinant MKP-1, OMFP hydrolysis fluorescence; inhibition, %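 (compounds tested at a single concentration somewhere between 10 and 100 µM)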; 65,000 compounds, 0.15% hits; AID 374;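 active means inhibition above about 50%, limit read from the data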;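 further: 0% = DMSO max control wells and 100% = wells with enzyme stopped by NaOH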
# Hsp90 block: displaces geldanamycin probe from tumor Hsp90; NCI-N417 lysate Hsp90, Cy3B-geldanamycin FP displacement; inhibition, % at 30 µM; 64,000 compounds, 0.35% hits; AID 429;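 active means inhibition above 50%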;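 further: 0% = tracer plus lysate wells and 100% = tracer alone without lysate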
# CatB inh: blocks human cathepsin B protease activity | 63,000 compounds, 0.1% hits | inhibition, %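 (tested at 10 µM)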 | purified cathepsin B, fluorogenic substrate, fluorescence | AID 453; in the data active means inhibition above about 21%;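 further: 0% = enzyme with no compound and 100% = no enzyme blank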
# Active calls of the source: *; . = not tested or not shown.
# Below each compound: AP complement, CatB mix inh, Ecoli tolC, E coli RNAP, Cdc25B inh, D1 allo mod, DUSP1 inh, Hsp90 block, CatB inh
CCCCn1c(SCc2ccc(C(=O)OC)o2)nc2cc(S(N)(=O)=O)ccc21
→ 12.9, 4.9, 11.8, -0.5, -21.3, -0.126, 25.6, -3.8, -0.5
COCCCn1c(=O)c2ccccc2c2ccccc2c1=O
→ 10.2, 1.2, 0.1, 5.6, -13.8, 1.92, 3.1, -2.4, -1.5
CCNc1nc(SC(C(C)=O)C(C)=O)nc(N(C)C)n1
→ 9.8, 2.4, 0.3, 2.9, -3.5, 0.938, 1.6, 1.1, 0.2
Cc1cc(NS(=O)(=O)c2ccccc2)no1
→ -4.1, 6.2, -26.8, 11.3, -0.2, -0.0453, -9.8, -2.9, 7.3
CCc1ccc2[nH]c(=O)c(CN(CCN(CC)CC)C(=O)Nc3ccccc3OC)cc2c1
→ -2.7, 2.0, 5.8, 1.6, 5.5, -0.681, -11.3, -3.8, 1.3
COc1ccc(-n2c(Cc3cccn3C)nnc2SCC(=O)NCCc2ccccc2)cc1
→ 13.4, 3.0, 15.1, 0.6, -16.5, 0.0818, 3.6, -5.8, 0.9
COc1ccccc1NC(=O)c1c(C)cc(=O)oc1C
→ ., ., -3.7, 15.4, 8.1, ., 13.4, -4.8, 3.4
c1ccc(-c2noc(-c3ccco3)n2)nc1
→ 3.2, 2.7, 1.7, -2.2, 1.5, ., -2.8, -1.3, 1.5
CC(C)n1nnnc1SCC(=O)NCc1ccco1
→ 12.0, 2.6, -14.2, 7.7, 6.5, ., 34.4, -2.0, 8.9
CCOC(=O)N1CCN(C(=O)c2ccc3nc4ccc(Cl)cc4c(=O)n3c2)CC1
→ 16.7, 0.8, -6.4, -2.6, -1.0, 2.17, 33.3, -0.3, -1.5
CCOC(=O)CNC(=O)CNC(=O)c1ccc(OC)cc1
→ ., ., 12.7, -4.4, 6.0, ., -1.7, 2.4, 0.5
COCCNC(=O)c1csc2c1CCCC2
→ -9.5, -2.7, -3.0, -4.8, -7.0, 1.21, 1.4, 0.8, 0.3
CCOC(=O)Cn1ncc2c(=O)oc3ccccc3c21
→ 19.8, 5.5, 0.0, 2.5, -25.3, 0.00602, -16.8, -0.9, 0.3
COc1ccc(C(=O)Nc2cccc(C)c2)cc1S(=O)(=O)N1CCOCC1
→ -12.6, 2.9, -21.0, 11.2, -10.3, -1.47, 6.0, -6.7, 3.5
COc1ccc(CC(=O)Nc2ccc(-c3nnc(-c4ccc(C)cc4)o3)cc2)cc1
→ 11.6, -6.8, -1.8, 7.4, 5.5, 0.451, 11.7, 2.2, 1.4

# Sorted by the number under Cdc25B inh (smallest number first): four of the compounds above
structure	Cdc25B inh
CCCCn1c(SCc2ccc(C(=O)OC)o2)nc2cc(S(N)(=O)=O)ccc21	-21.3
COc1ccc(C(=O)Nc2cccc(C)c2)cc1S(=O)(=O)N1CCOCC1	-10.3
COCCNC(=O)c1csc2c1CCCC2	-7.0
CC(C)n1nnnc1SCC(=O)NCc1ccco1	6.5

# (continued)
# Below each compound: AP complement, CatB mix inh, Ecoli tolC, E coli RNAP, Cdc25B inh, D1 allo mod, DUSP1 inh, Hsp90 block, CatB inh
c1ccc(Cn2nnnc2CN2CCCC2)cc1
→ 9.6, -5.2, -17.1, 8.7, 1.4, -0.0593, -3.7, 1.5, 5.3
Cc1ccc(OCCNS(=O)(=O)c2cccs2)cc1
→ -6.9, -0.6, -1.9, 5.6, -14.8, -0.0101, 27.9, -4.7, 5.3
CCOc1ccc(C(=O)NC2CCN(S(=O)(=O)CC)CC2)cc1
→ 1.7, -5.6, -29.0, 4.1, 9.9, -0.799, -10.3, 3.7, 3.0
COCCCn1c(SCC(=O)Nc2ccc(C(=O)OC)cc2)nc2ccccc2c1=O
→ 8.2, 1.9, 22.6, 2.0, 3.0, -0.00777, 29.1, -1.8, -1.6
COC(=O)c1c(NC(=O)C2CCC2)sc(C(=O)N(C)C)c1C
→ 0.3, -5.7, -8.6, 8.8, 0.0, 1.54, 1.6, 1.1, 3.2
COc1ccccc1-n1c(-c2cccnc2)n[nH]c1=S
→ -0.2, 6.6, 13.0, 4.7, -5.9, 0.181, -2.4, -1.5, 6.9
Cc1nn(-c2ccccc2)c(C)c1NS(=O)(=O)c1ccccc1
→ 7.0, 5.9, 10.5, 5.5, -1.8, -0.511, 0.6, -4.5, 2.6
Cc1ccccc1NC(=O)C1CCCN(S(=O)(=O)c2cccc3cccnc23)C1 (stereo not drawn)
→ 14.1, 2.1, 7.3, 4.1, 0.8, -0.954, -5.9, 1.2, -0.5
COc1nc(N(C)S(=O)(=O)c2ccc(C)cc2)nc(C)c1Cl
→ ., ., 4.2, 9.9, -25.4, ., -20.3, -3.3, 1.4
O=S(=O)(c1ccc(Cl)cc1)N1CCSC1c1ccco1 (stereo not drawn)
→ 16.0, 2.2, 33.6, -5.2, 0.6, ., 30.2, -5.7, -1.7
CCOC(=O)c1cccc(NC(=O)C2CCCN2S(=O)(=O)c2cccc3cccnc23)c1 (stereo not drawn)
→ 15.2, 1.6, -6.1, -2.7, -6.1, 2.18, 10.4, -1.1, 2.6
C=CCN1C(=O)C(O)(CC(=O)c2ccccc2)c2ccccc21 (stereo not drawn)
→ 1.6, 4.7, -6.3, 3.2, -21.0, 0.0652, 0.2, -5.7, 7.0
COc1ccc(-c2nc(C#N)c(NCc3ccc(F)cc3)o2)cc1OC
→ 5.6, 1.5, 11.2, -0.5, -5.4, 0.985, -7.7, -1.1, -6.4
COc1ccc(Br)cc1C1NC(=O)c2c(sc3c2CCN(C)C3)N1 (stereo not drawn)
→ 14.4, -3.2, -37.2, 1.6, -8.5, -0.055, 10.7, 0.2, 0.8
CC(C)(C)NC(=O)C(c1ccco1)N(C(=O)c1csnn1)c1ccccc1 (stereo not drawn)
→ 1.7, 1.9, -11.4, 3.2, 6.2, -0.89, -17.4, -3.1, -1.1

# Part of the list above, limited to CatB mix inh, DUSP1 inh and CatB inh:
canonical_smiles | CatB mix inh | DUSP1 inh | CatB inh
O=S(=O)(c1ccc(Cl)cc1)N1CCSC1c1ccco1 (stereo not drawn) | 2.2 | 30.2 | -1.7
CCOC(=O)c1cccc(NC(=O)C2CCCN2S(=O)(=O)c2cccc3cccnc23)c1 (stereo not drawn) | 1.6 | 10.4 | 2.6
C=CCN1C(=O)C(O)(CC(=O)c2ccccc2)c2ccccc21 (stereo not drawn) | 4.7 | 0.2 | 7.0

# (further entries)
# Below each compound: AP complement, CatB mix inh, Ecoli tolC, E coli RNAP, Cdc25B inh, D1 allo mod, DUSP1 inh, Hsp90 block, CatB inh
O=C(COC(=O)CN1C(=O)c2ccccc2C1=O)Nc1ncc(Cl)cc1Cl
→ 3.1, 1.9, -22.6, 3.8, 4.8, -0.0637, 11.0, -7.1, -4.3
Cc1ccc2c(c1)-c1cc(C)nn1C(c1sccc1C)N2 (stereo not drawn)
→ -5.6, -1.2, -9.7, 5.4, 8.8, 2.17, -30.9, -2.4, 5.8
CCCC(=O)N1CCN(C2=NS(=O)(=O)c3ccccc32)CC1
→ 11.6, -0.4, -2.7, 1.7, -6.2, -0.313, 8.3, -3.0, 4.9
CS(=O)(=O)N(CC(=O)N1CCN(c2ccccc2F)CC1)c1cc(C(F)(F)F)ccc1Cl
→ 13.0, 1.3, 20.6, 1.9, -3.2, -0.185, 8.7, ., 2.3
CC1(CC(=O)O)SC(=O)NC1=O (stereo not drawn)
→ 1.7, -2.1, -6.9, 5.7, -6.5, 0.0536, -4.1, 1.8, -3.5
CCN(CCCCN1C(=O)c2ccccc2C1=O)c1ccc2c(c1)C(=O)N(C)C2=O
→ 4.0, -2.9, 4.3, 3.9, 3.0, -0.542, 0.1, -6.8, 0.9
Nc1nnc(SCCOc2ccccc2)s1
→ 0.8, -8.4, 6.5, 9.5, 4.3, 1.06, 13.1, 0.9, -0.6
Cc1ccc(-n2c(SCC(=O)NCc3ccco3)nc3sc(C)c(C)c3c2=O)cc1
→ 11.4, 4.9, -12.6, 0.9, -1.0, -0.424, 33.0, -5.2, -3.8
CCN(Cc1ccccc1)C(=O)CCCOc1ccccc1
→ -7.7, -3.2, 4.2, 7.8, -17.7, 0.51, 9.3, -4.7, 2.8
CCCCCSc1nnc2c(n1)OC(c1cccn1C)N(C(C)=O)c1ccccc1-2 (stereo not drawn)
→ 3.1, 1.8, 17.8, 8.0, -12.3, 2.69*, 12.8, -5.7, 3.7
CC12CCC(C(=O)N3CCN(Cc4ccccc4)CC3)(OC1=O)C2(C)C (stereo not drawn)
→ 9.8, 1.2, 1.5, 4.0, -8.8, 0.0163, -2.7, -7.1, 0.2
Cn1cccc1Cc1nnc(SCC(=O)N2CCCCCC2)n1CCc1ccccc1
→ 10.9, 5.0, 10.7, 4.8, -5.8, 0.408, 16.7, -4.4, -0.5
O=C(NCc1ccco1)c1cnccn1
→ 1.9, 16.3, -7.4, 5.0, -1.0, -0.495, 2.4, -4.6, 3.4
COc1ccc(Cl)cc1NC(=O)CSc1nc(N2CCCCC2)nc(N2CCCCC2)n1
→ 19.7, 5.4, 3.6, 8.0, 0.6, ., -10.5, -1.1, 1.8
Cc1c(C(=O)Nc2ccc3oc(-c4cccnc4)nc3c2)oc2ccccc12
→ 20.2, 1.0, -13.5, ., -3.6, 0.0975, 40.3, -3.6, -5.2

# Record cards (already shown).
# O=C(COC(=O)CN1C(=O)c2ccccc2C1=O)Nc1ncc(Cl)cc1Cl is listed as AP complement: 3.1; CatB mix inh: 1.9; Ecoli tolC: -22.6; E coli RNAP: 3.8; Cdc25B inh: 4.8; D1 allo mod: -0.0637; DUSP1 inh: 11.0; Hsp90 block: -7.1; CatB inh: -4.3
# CCCC(=O)N1CCN(C2=NS(=O)(=O)c3ccccc32)CC1 is listed as AP complement: 11.6; CatB mix inh: -0.4; Ecoli tolC: -2.7; E coli RNAP: 1.7; Cdc25B inh: -6.2; D1 allo mod: -0.313; DUSP1 inh: 8.3; Hsp90 block: -3.0; CatB inh: 4.9

# (list continues)
# Below each compound: AP complement, CatB mix inh, Ecoli tolC, E coli RNAP, Cdc25B inh, D1 allo mod, DUSP1 inh, Hsp90 block, CatB inh
CCN(CC)C(=O)CSc1nc2ccccc2c(=O)[nH]1
→ 27.4, -4.9, -3.8, -8.5, 1.5, 0.428, -0.5, 2.7, -1.5
CN(Cc1cccs1)C(=O)CCc1ccc(S(=O)(=O)N2CCOCC2)cc1
→ 0.3, 1.4, -3.5, 10.1, -19.6, -0.0293, 10.8, -1.6, 5.4
COc1ccc2nc(CC(C)(C)CC(=O)O)c[n+]([O-])c2c1
→ 11.1, 5.8, ., -0.8, -0.5, 3.68, 14.6, 0.8, 23.2*
CCCCCn1c(NCc2ccco2)nc2ccccc21
→ 13.1, -1.2, 16.7, 6.8, -7.3, 6.3*, 1.8, -1.9, 3.9
CC12CN3CC(=O)N4CC5(C)CN(CC(C)(C4)C5=O)C(=O)CN(C1)CC(C)(C3)C2=O
→ ., ., -7.3, 1.4, -39.2, ., -20.9, -4.4, 1.1
